Dynein cargo inh: blocks dynein driven cargo transport along microtubules. 3617.4 mouse cells, GR-EGFP nuclear translocation imaging; test concentration mostly 20 µM; stimulated with dexamethasone, 1 µM; hits give low values. z-score, hits read low. 220,000 tested, 0.47% active;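 active means plate z-score of nuclear minus cytoplasmic receptor signal below a set negative limit, without overly bright fluorescence or cell loss, cut at about -3.5 in these data, passing the limit was not always enough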;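 further: z-score of nuclear minus cytoplasmic ring GR-EGFP intensity difference per well; some compounds called inactive have numbers as strong as hits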
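Buffer or medium – tet-free medium with charcoal-stripped serum · Signal – automated 10x imaging of fixed Hoechst-stained cells · Also added – dexamethasone agonist, 1.0 µM final, for 30 min · Incubation – induction 48 h, compound 1 h, agonist 30 min · Read-out – GR-EGFP nuclear translocation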
AID2073: inhibitors of Mint1-CaV2.2 protein interaction, biochemical, HTRF (AID 2073); 290,000 tested, 0.19% active; one-dose inhibition, % at 20 µM; IC50 in µM for titrated hits; HTRF protein-protein interaction, Mint1-CaV2.2; higher % means a stronger effect; in the data active means inhibition mostly above about 51%, no sharp cut-off; inconclusive means no clear call, values can overlap the other calls; inactive means mostly below about 53%; further: some results filed as inactive read as strong as hits
MT stabilizer: microtubule stabilizers in HeLa cells | HeLa tubulin immunostaining HCS, 24 h; share of cells brighter than vehicle mean+2SD | % tubulin-high responders, % at 10 µM | 200,000 tested, 0.83% active;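 active means plate Z-score above 3 for both tubulin-high and condensed-nucleus cell shares, with cell loss under 80%, at 10 µM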;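 further: anti alpha tubulin signal scored within the nucleus-defined area of each cell; some results filed as inactive read as strong as hits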
bCat nuc transl: alters nuclear translocation of beta-catenin in HeLa cells. 190,000 tested, 0.3% active. immunofluorescence imaging. AID 1665. nuclear translocation activity, % at 5 µM;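 active means nuclear translocation activity above 50% at 5 µM, with a well cell count of 50 or more; inconclusive means wells under 50 cells across six images, flagged as toxic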;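 further: per-cell ratio of nuclear to cytoplasmic median beta-catenin stain intensity; plate controls were DMSO negative control for no effect and GSK-3 inhibitor IX positive control for full effect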
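Signal – beta-catenin immunofluorescence imaging with DAPI · Test system – human HeLa cell line · Dosing – 5 µM primary single dose, 0.1% DMSO, 0.02–20 µM confirmation series · Measure – % activation, nuclear-to-cytoplasmic median beta-catenin signal ratio per cell · Incubation – 24 h compound exposure at 37°C, 5% CO2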
WT yeast gro inh: growth inhibition of WT yeast, mitochondrial fusion screen; mitochondrial fusion phenotypic screen, WT strain; inhibition, % at 10 µM; 190,000 tested, 2.1% active; AID 1362; in the data active means inhibition above about 58%; tested in S. cerevisiae
HIV peptide binding: inhibitors of HIV fusion peptide binding, primary screen, biochemical, uHTS, fluorescence dequenching (AID 1986); cell-free peptide binding, fluorescence dequenching, 30 min; higher % means a stronger effect; one-dose inhibition, % at 20 µM; IC50 in µM for titrated hits; 290,000 tested, 0.3% active; in the data active means inhibition mostly above about 52%, no sharp cut-off; inactive means mostly below about 76%; further: some results filed as inactive read as strong as hits
Yfh1-depleted yeast: mitochondrial function rescue without frataxin homolog – Friedreich's ataxia, plus single-dose screen, dose response (AID 1465). S. cerevisiae Yfh1-off respiration, WST-1 reduction, 72 h; higher fold induction means a stronger effect. fold induction at 50 µM; hits with a dose series show EC50 in µM. 220,000 tested, 0.074% active;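 active means fold induction of absorbance versus untreated yeast above a set limit, then at least 30% activation at any dose in follow-up; inconclusive means repeats straddling the limit, or above it without dose testing; inactive means fold induction below the set limit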;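 further: activators that raise dye reduction in frataxin-depleted yeast; strong numbers were not always called active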
Autophagy HCS: alters autophagy in cells; calls only at 10 µM (by protocol); 190,000 tested, 0.98% active; MEF GFP-LC3 puncta imaging; test concentration mostly 10 µM;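 active means percentage of spot-positive cells more than 3 SD above its plate mean, without a fluorescence outlier flag or 80% toxicity; inconclusive means no clear call, values can overlap the other calls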;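 further: spot-positive cell cutoff set from DMSO-treated cells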
Ins promoter up: MIN6 insulin promoter up-regulation. MIN6 insulin promoter-GFP reporter, high-content imaging; hits give high values. z-score at 5 µM. 190,000 tested, 0.3% active. AID 1625;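 active means z-score above 3 at 5 µM with at least 500 cells counted in the well; inconclusive means wells under 500 cells, flagged as cytotoxic or low count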
WT yeast gro inh mutant strain: further read-out of WT yeast gro inh, marked with its call; inhibition, %; mitochondrial fusion phenotypic screen, mutant strain inhibition
Dynein cargo inh cytoplasmic EGFP: further read-out of Dynein cargo inh, marked with its call; z-score; measured here: cytoplasmic GR-EGFP intensity; hits give high values
Dynein cargo inh nuclear GR-EGFP: recorded beside Dynein cargo inh, whose call it bears; z-score; measured here: nuclear GR-EGFP intensity;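 lower value marks the stronger effect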
Dynein cargo inh cell count: further read-out of Dynein cargo inh, marked with its call; z-score; measured here: cell count per field
Ins promoter up cell count: further read-out of Ins promoter up, marked with its call; cell count; measured here: cytotoxicity, nuclei count;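 total cells summed across four imaged fields per well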
bCat nuc transl cell count 5 µM: recorded beside bCat nuc transl, whose call it bears; cell count; measured here: cell count, cytotoxicity flag
MT stabilizer Hoechst-high %: second read-out of MT stabilizer, no call of its own (marks repeat the call); % Hoechst-high responders; measured here: nuclear condensation Hoechst responders;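 share of cells brighter than vehicle mean plus two SD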
MT stabilizer cytotoxicity %: also measured in MT stabilizer; calls as there; toxicity, %; measured here: cytotoxicity by cell density;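 0% = mean cell density of plate MIN control wells and 100% = no cells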
Autophagy HCS cell loss 18 h: second read-out of Autophagy HCS, no call of its own (marks repeat the call); toxicity, %; measured here: cell loss, nuclei count;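 cell loss after 18 h compound exposure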
An asterisk follows results filed as active; i = inactive; ? = inconclusive; · = no result given.

SMILES	Dynein cargo inh	Dynein cargo inh cytoplasmic EGFP	Dynein cargo inh nuclear GR-EGFP	Dynein cargo inh cell count	AID2073	MT stabilizer	MT stabilizer Hoechst-high %	MT stabilizer cytotoxicity %	bCat nuc transl	bCat nuc transl cell count 5 µM	WT yeast gro inh	WT yeast gro inh mutant strain	HIV peptide binding	Yfh1-depleted yeast	Autophagy HCS	Autophagy HCS cell loss 18 h	Ins promoter up	Ins promoter up cell count
CN(Cc1ccccc1)C(=O)Cn1c(=O)oc2cc(S(=O)(=O)NCc3ccccc3)ccc21	-0.25	-0.25	-0.14	0.15	2%	7.3	1.9	2.9	3.8	1190	4	-4	14%	i	i	7	0.03	919
O=C1CC(c2ccccc2)CC(=NCCO)/C1=C(\O)CCCN1C(=O)c2ccccc2C1=O (stereo not drawn)	1.2	-0.23	0.82	-0.69	-18%	2.9	2.4	7.1	·	·	19	11	-3.0%	i	i	-8	0.36	1087
C/C(=N\Nc1nc2ccccc2[nH]1)c1cccs1	-0.8	-0.26	-0.22	0.66	-8%	5.7	4.0	2.2	-1.0	1137	9	15	-1.4%	i	i	30	-0.22	1186
CCOC(=O)c1nn(-c2cccc(C)c2)c2nnc(Cc3ccc(C)cc3)c(=O)n12	-0.86	-0.28	-0.62	0.45	8%	5.4	3.2	7.7	-0.2	444	0	-2	-1.2%	i	i	7	-0.1	1215
Cc1cc(=O)[nH]c(N/N=C/c2c(C)nn(-c3ccc(F)cc3)c2Cl)n1	-0.81	-0.37	-0.75	0.51	?	5.9	2.7	5.6	-3.1	1103	-15	1	2.3%	i	i	3	0.39	1512
CCOC(=O)C(C)Sc1ncc(OC)c(=O)[nH]1 (stereo not drawn)	-0.58	-0.16	-0.56	0.51	2%	1.6	1.5	9.6	-1.0	1053	6	48	0.6%	i	i	1	0.78	1827
O=C(CCc1ccc(S(=O)(=O)N2CCOCC2)cc1)NCCCN1CCCC1=O	2.8	0.097	1.9	-3	5%	7.3	2.1	11	-0.4	1095	-1	-6	1.5%	i	i	59	1.2	1029
C=C(CC1([C@@H](NP(=O)(c2ccccc2)c2ccccc2)[C@H]2C[C@@H]2CCCC)CC1)c1ccccc1	1.2	-0.13	0.85	-1.3	-8%	4.3	1.7	2.4	0.0	467	17	-1	2.8%	i	i	24	-1.6	879
O=C(COc1ccc2c(c1)CCC2)N1CCc2ccccc21	-0.53	-0.2	-0.086	0.4	1%	1.4	1.8	5.9	-1.3	1159	-11	2	-1.1%	i	i	-1	-0.47	989
CC(C)(C)C(=O)NC(=S)Nc1sc2c(c1C(N)=O)CCC2	0.4	0.093	0.94	-1.5	24%	3.4	2.8	0.2	3.9	916	4	14	0.4%	i	i	9	0.76	1637
CCOC(=O)CNC(=O)Cn1cnc2ccc(S(=O)(=O)N3CCC(C)CC3)cc2c1=O	-0.87	-0.44	-0.64	0.84	1%	3.6	3.3	13	5.3	1411	-11	-6	-1.4%	i	i	-39	-0.42	1463
Cc1cc2cc(CNC(=O)CCC(=O)O)ccc2[nH]1	1.3	-0.25	0.92	-1.1	6%	4.4	1.6	16	0.4	773	-7	-6	10%	i	i	12	0.31	1349
C/C=C/C(=O)OCC(=O)Nc1ccc(F)cc1Cl	-0.3	-0.25	-0.34	0.75	0%	3.0	2.1	3.4	-0.8	1307	4	-3	1.1%	i	i	-2	0.48	1687
O=C(NCc1ccco1)c1ccccc1-c1ccc(C(F)(F)F)cc1	0.88	-0.25	0.43	-0.57	-6%	6.2	1.2	5.0	-0.4	1245	15	5	-0.9%	i	i	-3	0.21	1512
C/C=C/c1ccc(OCC(=O)Nc2ccc(OC)c(OC)c2)c(OC)c1	0.77	-0.24	0.78	-0.58	-1%	4.1	2.0	6.9	-5.4	1014	2	2	-1.0%	i	i	0	0.99	1326
CCOC(=O)CNC(=O)C12CC3CC(C1)CC(c1ccc(C)cc1)(C3)C2	-0.18	-0.2	-0.48	0.1	-10%	3.8	2.5	13	0.1	1432	19	-6	0.1%	i	i	-13	1.2	1470
N#Cc1nc(N2CCOCC2)nc(N2CCOCC2)n1	-1.2	-0.18	-0.4	0.38	-3%	4.0	2.3	1.7	-7.5	844	-16	-1	0.1%	i	i	-7	3.3*	1154*
Nc1c(N(CCO)C(=O)/C=C/c2ccco2)c(=O)[nH]c(=O)n1Cc1ccccc1	1.5	-0.075	0.36	-0.58	2%	4.2	1.9	8.6	-0.9	1114	1	-21	0.0%	i	i	-12	1.7	1179
O=C1C2CCCN2C(=O)N1CCCN1CCN(c2cccc(Cl)c2)CC1 (stereo not drawn)	-1.2	0.19	-0.71	0.6	6%	4.2	3.0	3.9	-3.2	557	-8	-14	1.2%	i	i	-7	-0.08	1222
O=C(CSc1nnc(C2CC2)n1-c1ccccc1)Nc1ccc(N2CCOCC2)cc1	-0.25	-0.16	0.0087	0.87	-10%	0.9	1.1	9.2	0.2	1093	-4	-8	-3.2%	i	i	5	-0.76	746
CC1CN=C2C(C(=O)Nc3ccccc3)=C(O)CC(c3ccccc3)N21 (stereo not drawn)	0.35	-0.23	0.3	-0.0011	-1%	2.1	2.1	8.9	0.4	1072	3	8	1.4%	i	i	12	-0.11	1361
O=C(CSC1=NCCS1)NCc1ccco1	-0.85	-0.24	-0.62	1	-6%	3.6	3.1	8.9	-1.1	1082	-2	-1	0.8%	i	i	5	-0.17	1960
NC(=O)c1cc(C(=O)c2ccccc2Cl)c[nH]1	-0.41	-0.25	0.35	0.12	-2%	5.1	2.5	4.6	-4.3	1000	9	1	0.6%	i	i	10	-0.26	1625
CCn1cc(/C=N\NC(=O)Cc2ccc(Cl)cc2)cn1	-0.41	-0.29	-0.43	0.66	4%	4.3	3.5	4.8	·	·	-17	-9	2.4%	i	i	2	0.22	1299
Cc1ccc(C(=O)CSc2nc(C)cc(=O)[nH]2)cc1	0.15	-0.27	-0.57	-0.011	-6%	2.9	1.7	6.2	-0.4	1344	-18	-5	1.9%	i	i	2	-0.3	1586
O=C(NCCCn1ccnc1)c1cc2ccccc2oc1=O	1.1	-0.17	0.5	-1.4	19%	4.2	3.0	6.6	0.1	1089	-14	-27	1.1%	i	i	-10	0.02	1424
Cc1ccc(S(=O)(=O)NCc2nc3ccccc3[nH]2)cc1	-0.92	-0.25	-0.42	0.34	-4%	2.3	3.9	7.4	-3.5	1124	15	4	-1.7%	i	i	-6	0.39	1118
O=C(C(Cc1ccccc1)n1cccc1)N1CCN(c2cccc(Cl)c2)CC1 (stereo not drawn)	-0.37	-0.23	-0.16	0.13	6%	4.5	2.4	11	·	·	34	20	4.0%	i	i	5	0.42	849
CCOc1ccc2nc(NC(=O)C3CCCN(S(=O)(=O)c4cccc5nonc45)C3)sc2c1 (stereo not drawn)	-0.32	-0.26	0.032	0.28	1%	2.0	1.5	6.0	·	·	24	7	-0.7%	i	i	2	-0.19	898
Cc1occc1-c1nnc(SCc2nnc(-c3ccc(Cl)cc3)o2)n1C	0.34	-0.19	0.22	0.025	·	4.8	2.8	3.7	·	·	4	-12	·	·	i	-1	·	·
O=C(Nc1ccc2c(c1)OCCO2)C1CCN(c2ncccn2)CC1	-0.18	-0.22	-0.46	0.52	5%	2.4	2.9	7.5	-2.1	1109	-5	-2	0.2%	i	i	0	-0.33	1380
COc1ccc(C2NC(=S)N(c3ccccc3)C(C)=C2C(=O)Nc2ccccc2)cc1 (stereo not drawn)	-0.93	-0.16	-0.19	0.73	1%	1.7	1.5	8.9	·	·	9	11	-1.2%	i	i	2	0.43	945
Cn1c(C2=C(O)CN(c3ccc4c(c3)OCCO4)C2=N)nc2ccccc21	0.36	-0.046	0.78	-0.26	0%	2.4	2.8	10	·	·	-4	9	2.1%	i	i	0	·	·
O=C(COC(=O)c1cccnc1Cl)c1ccc(OC(F)F)cc1	-0.5	0.038	-0.087	0.22	-2%	2.3	2.7	6.1	-3.0	1118	-12	4	0.8%	i	i	1	-0.92	1334
CC(=O)Nc1ccc(S(=O)(=O)N2CCN(S(=O)(=O)N3CCCCC3)CC2)cc1	-0.0086	-0.23	0.15	-0.41	19%	2.9	1.9	0.9	1.2	1099	2	1	0.1%	i	i	32	-0.38	1246

Rows are unselected (roughly 4.2% active in at least one column).
